Compound activity as filed in PubChem.
PLAP inhibition = PLAP enzyme inhibitors, biochemical, luminescence, HTS (AID 690). purified PLAP, luminescent substrate; higher % means a stronger effect. 96,000 compounds, 0.08% hits. inhibition, % at 20 µM, or IC50 in µM where a hit was titrated; in the data active = a potency from the dose series; inactive = the rest, 99 in 100 with inhibition below about 30%; also: strong numbers were not always called active
NFkB transloc pot = enhances IL-1B driven NFkB nuclear translocation. HUVEC IL-1B NFkB p65 nuclear translocation imaging. activation, % at 2 µM. 94,000 compounds, 0.3% hits. AID 819;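 active = activation above 40%, about the mean plus 3 SD, also judged a hit on visual image review; inconclusive = activation above 40% but not a hit on visual review; inactive = activation not above 40% and no visual hit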;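 also: percent activation is computed from the nuclear over cytoplasmic p65 intensity ratio; values of inactives mirror those of a sister screen read the other way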
NFkB transloc inh = blocks IL-1B driven NFkB nuclear translocation in HUVEC cells; HUVEC IL-1B NFkB p65 nuclear translocation imaging; inhibition, % at 2 µM; 94,000 compounds, 0.43% hits; AID 796;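 active = inhibition above about 30% together with a positive call from visual inspection of the well image, limit read from the data; inconclusive = inhibition above a set limit but visual check negative; inactive = inhibition not above a set limit, visual check negative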;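 also: nuclear over cytoplasmic p65 intensity ratio measured by imaging; 0% = IL-1B stimulated DMSO wells and 100% = unstimulated DMSO wells; values of inactives mirror those of a sister screen read the other way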
MRP resist rev = MRP-mediated drug resistance reversal. H69AR cells + 2 uM doxorubicin, CellTiter-Glo, 72 h. differential viability (reversal), % at 10 µM. 85,000 compounds, 0.04% hits;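 active = viability drop by adding the cancer drug above about 55%, with treated viability meeting a 40% cutoff, limit read from the data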;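 also: viability without doxorubicin minus viability with 2 µM doxorubicin for each compound; larger differential means the compound sensitizes cells more to doxorubicin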
Bcl-B displacement = displacers of TR3 peptide from Bcl-B, primary screen, selectivity assay for Bfl-1 inhibitor project, biochemical, fluorescence polarization; AID 748; 96,000 compounds, 0.11% hits; displacement, % at 20 µM, or IC50 in µM where a hit was titrated; FP displacement of FITC-TR3 peptide from Bcl-B; higher % means a stronger effect;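 active = displacement above 50% at 20 µM plus a fluorescence interference ratio under 1.5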;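 also: plate controls were wells without compound for no effect and wells lacking Bcl-B protein for full effect; a part of the inactive calls stands beside numbers as strong as those of hits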
MRP resist rev cytotoxicity = also measured in MRP resist rev; calls as there; viability, %; H69AR cells, CellTiter-Glo, 72 h; measured here: cytotoxicity without doxorubicin
MRP resist rev with doxorubicin = second read-out of MRP resist rev, no call of its own (marks repeat the call); viability, %; measured here: viability with 2 uM doxorubicin; active compounds read low
NFkB transloc inh cell count 2 µM = second read-out of NFkB transloc inh, no call of its own (marks repeat the call); cell count; measured here: cells passing quality filter;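 raw number of nuclei counted in each imaged well without normalization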
NFkB transloc pot cell count 2 µM = recorded beside NFkB transloc pot, whose call it bears; cell count; measured here: cells passing quality filter
An asterisk follows results filed as active; u = inconclusive; x = no result given; & = joins results of further samples. An excerpt; rates above refer to the full screens.

SMILES	PLAP inhibition	NFkB transloc pot	NFkB transloc pot cell count 2 µM	NFkB transloc inh	NFkB transloc inh cell count 2 µM	MRP resist rev	MRP resist rev cytotoxicity	MRP resist rev with doxorubicin	Bcl-B displacement
CC(C)CNC(=O)c1noc2c1CCCC2	8%	x	x	x	x	-18	96	114	1%
O=C1C2CC=C(Cl)CC2C(=O)N1c1ncn[nH]1 (configuration not stated)	x	0	111	0	111	-9	73	82	x
CCOC(=O)C1(P(=O)(c2ccc(Cl)cc2)c2ccc(Cl)cc2)CCC1	-36%	30	124	-30	124	22	99	77	-6%
CN1CCN(C(=O)C2CCCCC2C(=O)O)CC1 (configuration not stated)	17%	13	61	-13	61	5	106	101	-12%
CN(C(=O)C1CCOC1)c1nnc(C2CCOC2)s1 (configuration not stated)	10%	18	120	-18	120	-7	84	90	6%
CN1C2=C(C#N)C(c3ccccc3)(C(F)(F)F)NC(=O)N2c2ccccc21 (configuration not stated)	-13%	28	152	-28	152	x	x	x	3%
O=C1OC(Nc2ccc(Br)cn2)c2ccccc21 (configuration not stated)	10%	1	78	-1	78	5	92	87	-14%
NC1=NC2(CCCCCC2)n2c(nc3ccccc32)N1	-40%	-2	151	2	151	10	79	69	1%
CCOC(=O)C(NCc1ccccc1OC)(NC(=O)CC)C(F)(F)F (configuration not stated)	19%	-5	155	5	155	-5	88	93	-8%
CCOC(=O)N1CCN(Cc2c(F)cccc2F)CC1	6%	16	197	-16	197	7	90	82	14%
CCCCCCCCc1nnc(NC(=O)c2ccco2)s1	-23%	9	143	-9	143	1	101	100	-9%
CCN1CCCC1CNC(=O)C(NC(=O)C1CCC(C)CC1)C(C)C (configuration not stated)	-16%	-2	112	2	112	22	105	82	-16%
CCCNC(=O)c1cc2nc(-c3ccccc3)cc(C(F)(F)F)n2n1	x	25	115	-25	115	-1	94	95	x
Cn1ncc(Cl)c1C(=O)Nc1cccc(Cl)c1	x	-2	95	2	95	-2	84	86	x
CC1CC(C)CN(S(=O)(=O)c2ccc(C(=O)NCc3ccc4c(c3)OCO4)cc2)C1 (configuration not stated)	12%	8	178	-8	178	x	x	x	-1%

Seven entries from above, arranged by the value under NFkB transloc pot cell count 2 µM, lowest first:
| Molecule | NFkB transloc pot cell count 2 µM |
| --- | --- |
| O=C1C2CC=C(Cl)CC2C(=O)N1c1ncn[nH]1 (configuration not stated) | 111 |
| CCN1CCCC1CNC(=O)C(NC(=O)C1CCC(C)CC1)C(C)C (configuration not stated) | 112 |
| CCCNC(=O)c1cc2nc(-c3ccccc3)cc(C(F)(F)F)n2n1 | 115 |
| CN(C(=O)C1CCOC1)c1nnc(C2CCOC2)s1 (configuration not stated) | 120 |
| CCCCCCCCc1nnc(NC(=O)c2ccco2)s1 | 143 |
| NC1=NC2(CCCCCC2)n2c(nc3ccccc32)N1 | 151 |
| CC1CC(C)CN(S(=O)(=O)c2ccc(C(=O)NCc3ccc4c(c3)OCO4)cc2)C1 (configuration not stated) | 178 |

(cont.)
SMILES	PLAP inhibition	NFkB transloc pot	NFkB transloc pot cell count 2 µM	NFkB transloc inh	NFkB transloc inh cell count 2 µM	MRP resist rev	MRP resist rev cytotoxicity	MRP resist rev with doxorubicin	Bcl-B displacement
O=C(CSc1nn(-c2ccc(F)cc2)c(=S)s1)N1CCN(C(=O)c2ccco2)CC1	-46%	x	x	x	x	4	95	92	-9%
O=C(NCCc1ccccn1)c1cccc(S(=O)(=O)N2CCCCCC2)c1	14%	12	123	-12	123	0	83	83	-6%
O=C(c1ccccc1F)N1CCC(N2CCCCCC2)CC1	x	29	120	-29	120	3	89	86	x
CSc1nc2cc(Cl)ccc2s1	-7%	-9	98	10	98	-12	92	105	-11%
O=C(Oc1ccc(Cl)cc1)c1ccc2nccnc2c1	6%	-2	143	2	143	x	x	x	-1%
CCOC(=O)N1CCN(CCC(=O)Nc2cccc(Br)c2)CC1	-48%&-17%	-4&-2	103&144	4&2	103&144	17&-3	97&92	80&95	4%&4%
O=c1c2c3c(sc2n(CCN2CCOCC2)c(=O)n1Cc1ccco1)CCCCC3	-53%	x	x	x	x	-11	73	84	-7%
COc1cc(NC(=O)CN2CCN(c3ccccc3F)CC2)cc(OC)c1	-16%	x	x	x	x	-6	75	82	-12%
Cc1nc2c3cc(Cl)ccc3n(CCN3CCCCC3)c2s1	-68%	4	102	-4	102	-35	26	61	2%
COc1ccc(NC(=O)CC2C(=O)N(c3ccc(OC)cc3)C(=O)N2C(C)C)cc1 (configuration not stated)	-20%	13	61	-13	61	-1	115	116	-35%
O=S(=O)(NCc1ccc2c(c1)OCO2)c1cccc(S(=O)(=O)N2CCOCC2)c1	-10%	2	68	-2	68	-5	93	98	-11%
Brc1cccc(OCCn2ccnc2)c1	9%	-14	57	9	144	10	96	86	6%
COC(=O)CCN(C(=O)C1C2CC3CC(C2)CC1C3)c1ccccn1 (configuration not stated)	-20%	x	x	x	x	13	95	81	5%
CCCCN(CC)C(=O)Cc1c(C(=O)O)[nH]c2ccc(Cl)cc12	-7%	4	100	-4	100	-3	92	95	-11%
O=C1CCCN1CC(CN1CCOCC1)Sc1nnnn1-c1ccccc1 (configuration not stated)	-25%	-7	121	7	121	12	91	78	-8%

Complete entries from above. Screens in order: PLAP inhibition | NFkB transloc pot | NFkB transloc pot cell count 2 µM | NFkB transloc inh | NFkB transloc inh cell count 2 µM | MRP resist rev | MRP resist rev cytotoxicity | MRP resist rev with doxorubicin | Bcl-B displacement
`CC(C)CNC(=O)c1noc2c1CCCC2` across the screens: 8% | x | x | x | x | -18 | 96 | 114 | 1%
`O=C(CSc1nn(-c2ccc(F)cc2)c(=S)s1)N1CCN(C(=O)c2ccco2)CC1` across the screens: -46% | x | x | x | x | 4 | 95 | 92 | -9%
`Brc1cccc(OCCn2ccnc2)c1` across the screens: 9% | -14 | 57 | 9 | 144 | 10 | 96 | 86 | 6%
`O=C(NCCc1ccccn1)c1cccc(S(=O)(=O)N2CCCCCC2)c1` across the screens: 14% | 12 | 123 | -12 | 123 | 0 | 83 | 83 | -6%
`NC1=NC2(CCCCCC2)n2c(nc3ccccc32)N1` across the screens: -40% | -2 | 151 | 2 | 151 | 10 | 79 | 69 | 1%

(list continues)
SMILES	PLAP inhibition	NFkB transloc pot	NFkB transloc pot cell count 2 µM	NFkB transloc inh	NFkB transloc inh cell count 2 µM	MRP resist rev	MRP resist rev cytotoxicity	MRP resist rev with doxorubicin	Bcl-B displacement
CCOc1ccc(NC(=O)CCS(=O)(=O)c2ccc3c(c2)CCCN3C(C)=O)cc1	-13%	6	134	-6	134	-2	86	89	-7%
COc1ccc(CNC(=O)C2COc3ccccc3O2)c(OC)c1 (configuration not stated)	8%	-6	181	6	181	6	91	84	-1%
Cn1c(SCc2nc3ccccc3[nH]2)nnc1-c1cccs1	-62%	6	159	-6	159	-8	89	96	1%
CCNC(=O)c1ccccc1-c1nc(-c2ccccc2Cl)no1	11%	-1	125	2	125	-7	95	102	-1%
Cn1nnnc1SCc1cn2cccnc2n1	10%	9	121	-9	121	-6	97	104	0%
N#CCC(=O)NCCCOC(=O)Nc1ccc(Cl)c(Cl)c1	14%	-16	70	16	70	-3	92	96	-1%
CC1CCCN(C(=O)CSCC(=O)N=c2sc3ccccc3n2C)C1 (configuration not stated)	-78%	18	97	-18	97	20	93	73	5%
Cc1ccc(C(c2sc3ncnn3c2O)N2CC(C)CC(C)C2)cc1 (configuration not stated)	-54%	5	46	-5	46	11	99	87	-4%
Cn1nnnc1SCc1cc(=O)n2ccsc2n1	11%	12	101	-12	101	-13	94	108	4%
CC(C)(C)NC(=O)Cn1nnc(-c2ccccc2Cl)n1	-25%	12	151	-12	151	8	101	93	-11%
COc1ccc(S(=O)(=O)N(C)CC(=O)O)c2ccccc12	-15%	23	118	-24	118	2	95	93	-3%
O=C(NCCO)c1nc2ccccc2s1	x	17	144	-17	144	11	89	78	x
NC(=O)NC(=O)COC(=O)CCCc1c[nH]c2ccccc12	-10%	x	x	x	x	0	91	90	5%
CCOC(=O)c1[nH]c(C(=O)O)c(CCN(CC)CC)c1C	-4%	-11	107	11	107	x	x	x	0%
O=S(=O)(Nc1nc2ccccc2nc1NCCO)c1cccc(Cl)c1	-53%	40	211	-40	211	16	92	76	6%

Overlap with the part before: 3 entries, followed by the next part.
SMILES	PLAP inhibition	NFkB transloc pot	NFkB transloc pot cell count 2 µM	NFkB transloc inh	NFkB transloc inh cell count 2 µM	MRP resist rev	MRP resist rev cytotoxicity	MRP resist rev with doxorubicin	Bcl-B displacement
NC(=O)NC(=O)COC(=O)CCCc1c[nH]c2ccccc12	-10%	x	x	x	x	0	91	90	5%
CCOC(=O)c1[nH]c(C(=O)O)c(CCN(CC)CC)c1C	-4%	-11	107	11	107	x	x	x	0%
O=S(=O)(Nc1nc2ccccc2nc1NCCO)c1cccc(Cl)c1	-53%	40	211	-40	211	16	92	76	6%
C=CCc1cc(C=O)cc(OC)c1OCc1ccc(Cl)cc1	7%	0	11	0	11	x	x	x	-8%
O=C(CSc1nccn1-c1ccccc1)c1ccc(Br)cc1	11%	0	152	0	152	x	x	x	9%
Cc1cc(C)nc(SCCCn2c(=O)[nH]c3ccccc32)n1	-50%	-1	136	1	136	31	100	69	-1%
COc1ccccc1N1CCN(C(=O)CSc2nc(-c3ccccc3)cc(=O)[nH]2)CC1	x	-31	101	u	x	-2	91	94	x
O=C1/C(=C/c2cccnc2)Oc2cc(OS(=O)(=O)c3ccc(F)cc3)ccc21	-27%	26	158	-26	158	-24	35	59	-12%
O=c1c2c3c(sc2nc2n1CCCCC2)CCC3	-9%	7	173	-7	173	14	83	69	-3%
Cn1c(SCC(=O)c2ccccc2)nnc1C1CC1	-11%	u	x	-42	128	5	79	74	15%
COc1ccccc1NC(=O)Nc1ccc2c(c1)nnn2C	-2%	14	145	-14	145	x	x	x	4%
O=C(Oc1cccc(N2C(=O)CCC2=O)c1)C1CC(=O)N(c2ccc(F)cc2)C1 (configuration not stated)	5%	x	x	x	x	5	99	94	-4%
COc1cccc(N2C(=O)CC(N3CCN(C(=O)c4ccco4)CC3)C2=O)c1 (configuration not stated)	-14%	-8	192	8	192	13	102	90	-8%
COc1ccccc1N1CCN(c2ncnc3nc[nH]c23)CC1	-71%	x	x	x	x	8	87	79	0%
NC(=O)C1(N2CCCCC2)CCN(CC(=O)Nc2cc(Cl)ccc2Cl)CC1	-60%	-99	16	99*	16*	3	93	90	0%
Cc1ccc(N2C(=O)c3ccc(N)cc3C2=O)cc1	17%	0	106	0	106	13	102	89	10%
O=C(CN1C2=NCCN2c2ccccc21)C12CC3CC(CC(C3)C1)C2	-56%	4	71	-4	71	-16	35	50	4%
Cc1cc(C)n(CC(O)COc2cccc(OCC(O)Cn3nc(C)cc3C)c2)n1 (configuration not stated)	-77%	30	176	-30	176	17	110	93	0%
CCCCn1c(SCC(=O)NCCOC)nc2ccc(N3CCOCC3)cc2c1=O	-16%	10	141	-10	141	7	97	91	-2%
CCN1CCc2nc(NC(=O)Cc3ccc4c(c3)OCCO4)sc2C1	-78%	-2	138	2	138	0	88	89	3%
C=CCn1c(-c2ccc(C)cc2)nc2ccccc21	34%	2	71	-2	71	1	90	89	-1%
O=C(NC(Cc1ccccc1)C(=O)O)c1ccc(S(=O)(=O)N2CCCC2)cc1 (configuration not stated)	-31%	15	166	-15	166	0	108	108	3%
COc1ccc(C(=O)C/C(=C\C(=O)c2ccc(C)cc2)c2ccccc2)cc1	-5%	x	x	x	x	x	x	x	-2%
O=S1(=O)N=C(Nc2ccc(N3CCOCC3)cc2)c2ccccc21	x	-4	108	4	108	3	89	86	x
CCN(CC)C(=S)NC(=O)c1ccc(Cl)cc1Cl	-20%	19	154	-19	154	x	x	x	-4%
